TNAP act DEA: activators of human TNAP at intermediate phosphate acceptor; P05186; activation factor at 20 µM; 64,000 tested, under 10 active; purified TNAP, CDP-star luminescence, 100 mM DEA, 30 min; hits give high values; scale: 0 levamisole-inhibited, 1 vehicle-only enzyme;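 active = activation factor of at least 2 at 20 µM, relative to controls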
Target sequence (P05186 whole entry, looked up): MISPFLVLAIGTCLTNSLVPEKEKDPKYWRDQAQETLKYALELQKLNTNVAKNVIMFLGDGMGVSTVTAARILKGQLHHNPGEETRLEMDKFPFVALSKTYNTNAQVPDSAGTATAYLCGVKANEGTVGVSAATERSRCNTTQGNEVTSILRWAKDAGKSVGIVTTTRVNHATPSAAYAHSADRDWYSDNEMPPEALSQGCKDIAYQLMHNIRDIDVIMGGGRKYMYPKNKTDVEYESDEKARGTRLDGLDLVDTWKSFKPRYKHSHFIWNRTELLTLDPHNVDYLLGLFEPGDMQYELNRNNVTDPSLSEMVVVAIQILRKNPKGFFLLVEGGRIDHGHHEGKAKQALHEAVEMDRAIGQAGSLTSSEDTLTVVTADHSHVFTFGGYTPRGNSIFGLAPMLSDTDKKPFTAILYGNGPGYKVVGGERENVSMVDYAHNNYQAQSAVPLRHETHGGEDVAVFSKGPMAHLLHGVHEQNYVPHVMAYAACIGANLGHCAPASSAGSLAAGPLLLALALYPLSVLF
ROCK2 blocker: ROCK2 (human) kinase inhibition; 60,000 compounds, 0.35% hits; inhibition, % at 6 µM; AID 604; purified ROCK2, Kinase-Glo ATP depletion luminescence;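 active = inhibition above the screen-wide mean inhibition plus 3 SD, cut at about 18% in these data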;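 note: plate controls were DMSO wells for no effect and Y-27632 control wells after no-enzyme background subtraction for full effect; many of its hits are not listed in these tables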
HEK293 NFkB inh: inhibitors of the PMA/ionomycin-induced NF-kB reporter in HEK293 cells. HEK-293 NF-kB luciferase reporter, luminescence. inhibition, % at 3 µM. 62,000 compounds, 0.21% hits;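 active = inhibition above the mean of all tested compounds plus 3 SD, cut at about 40% in these data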;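 note: 0% = stimulated DMSO wells and 100% = 10 µM reference inhibitor 5653914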
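System – HEK-293 cells with stable firefly luciferase reporter driven by four HIV NF-kB elements · Doses – one dose, 3 µM · Schedule – 1 h compound pre-incubation, 16 h PMA/ionomycin at 37 °C · Technique – luminescence from luciferase substrate reagent · Measure – percent inhibition normalized per plate to DMSO and reference-inhibitor controls · Replicates – tested once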
MMP-13 inhibitor: MMP13 (human) collagenase inhibition | P45452 | MMP-13 fTHP FRET cleavage, Mca fluorescence | inhibition, % at 4 µM | 65,000 compounds, 0.07% hits | AID 570;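 active = inhibition above the mean of compound-free control plate wells plus 3 SD, cut at about 14% in these data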;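 note: 0% = DMSO wells and 100% = wells with reference MMP-13 inhibitor after basal subtraction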
PKA kinase inh: PKA (human) kinase inhibition; PKA Kemptide phosphorylation, Kinase-Glo ATP luminescence; AID 524; inhibition, % at 6 µM; 65,000 compounds, 0.1% hits; P17612;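 active = inhibition above the screen-wide mean inhibition plus 3 SD, cut at about 21% in these data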; note: many of its hits are not listed in these tables
Cdc25B block: inhibitors of human Cdc25B phosphatase. P30305. recombinant Cdc25B, OMFP fluorescence Ex485/Em525. inhibition, %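 (compounds tested at 10 µM final in the well)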. 65,000 compounds, 0.1% hits. AID 368; in the data active = inhibition above about 50%
Jurkat viability: cytotoxic compounds reducing Jurkat cell viability. Jurkat E6.1 viability, ATP luminescence, 48 h. inhibition, % at 4 µM. 56,000 compounds, 1.2% hits. AID 463;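 active = inhibition above the mean inhibition of all tested compounds plus 3 SD, cut at about 28% in these data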
MKP-1 inh: inhibitors of human MKP-1 phosphatase | P28562 | recombinant MKP-1, OMFP hydrolysis fluorescence | inhibition, %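 (compounds tested at a single concentration somewhere between 10 and 100 µM)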 | 65,000 compounds, 0.15% hits;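 active = inhibition above about 50%, limit read from the data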;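 note: 0% = DMSO max control wells and 100% = wells with enzyme stopped by NaOH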
JNK3 blocker: blocks human JNK3 kinase activity. AID 746. inhibition, % at 8 µM. 60,000 compounds, 0.61% hits. purified JNK3 kinase activity, HTS. P53779; in the data active = inhibition above about 17%;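 note: 0% = DMSO and 100% = reference inhibitor; many of its hits are not listed in these tables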
Target sequence (P53779 whole entry, looked up): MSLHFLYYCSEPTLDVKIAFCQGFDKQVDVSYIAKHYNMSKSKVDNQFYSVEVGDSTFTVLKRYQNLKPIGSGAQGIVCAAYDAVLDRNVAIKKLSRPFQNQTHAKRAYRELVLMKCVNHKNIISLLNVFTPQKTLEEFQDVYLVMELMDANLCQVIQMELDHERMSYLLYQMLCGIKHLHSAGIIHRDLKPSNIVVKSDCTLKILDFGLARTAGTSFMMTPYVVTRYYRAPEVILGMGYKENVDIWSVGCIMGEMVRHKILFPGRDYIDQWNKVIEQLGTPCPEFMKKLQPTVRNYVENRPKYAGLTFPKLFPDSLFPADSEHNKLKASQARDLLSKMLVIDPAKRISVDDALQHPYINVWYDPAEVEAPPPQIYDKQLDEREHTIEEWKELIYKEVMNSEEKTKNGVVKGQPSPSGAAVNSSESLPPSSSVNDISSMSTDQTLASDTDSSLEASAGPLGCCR
Numbers without * were called inactive; . = not tested or not shown; [ ] = dose if it differs, or a comment.

SMILES | TNAP act DEA | ROCK2 blocker | HEK293 NFkB inh | MMP-13 inhibitor | PKA kinase inh | Cdc25B block | Jurkat viability | MKP-1 inh | JNK3 blocker
COc1cc2cc(C(=O)Nc3ccccc3)c(N)nc2cc1OC | 0.9 | . | 10 | -64[fluorescence artefact?] | -3 | -11 | . | 10 | .
Oc1ccccc1-c1nnc(SCCN2CCOCC2)n1Cc1ccccc1 | 0.9 | 7 | 28 | -7 | 1 | -3 | 78* | -1 | -2
CCn1c(C(=O)N2CCc3ccccc3C2)cc2sccc21 | 0.9 | 5 | 8 | 2 | 8 | -3 | -3 | 0 | 0
Cc1cc(CN2CCN(CCC#N)CC2)c(O)c(C2(C)CCCCC2)c1 | 0.9 | 0 | 16 | 3 | -6 | -18 | -3 | 15 | 1
O=C1CCC(C(=O)Nc2ccc(OC(F)F)cc2)N1 (configuration not stated) | 0.9 | 7 | 11 | 1 | 6 | -15 | 1 | 19 | 4
Cc1csc(NC(=O)CCCSc2nc3ccccc3s2)n1 | 0.9 | 1 | 9 | 6 | 10 | -10 | 3 | 2 | 6
CCN(C(=O)c1coc(=O)c(Br)c1)c1ccc2c(c1)OCO2 | 0.9 | 2 | 7 | -65[fluorescence artefact?] | 4 | 11 | -7 | 7 | -3
CC(=O)NC1CC2CCCC(C1)N2C(=O)Nc1ccc(Cl)c(C(F)(F)F)c1 (configuration not stated) | 0.9 | 0 | 8 | -5 | 1 | 10 | 1 | -15 | 0
CC(C)OCC(O)Cn1c(N2CCCC2)nc2c1c(=O)[nH]c(=O)n2C (configuration not stated) | 1 | 4 | 3 | 3 | -2 | 6 | 3 | 16 | -1
CCS(=O)(=O)N1CCN(c2nc(-c3ccccc3)cs2)CC1 | 0.9 | 1 | 5 | 11 | 9 | 0 | 0 | 12 | -5
c1ccc(Cc2nnc3sc(-c4ccccn4)nn23)cc1 | . | 1 | -4 | 2 | -3 | -3 | -1 | -3 | 2
CCCc1cc(C(=O)NC2CCCCC2)no1 | 1 | 1 | -14 | 5 | 4 | -5 | -3 | 0 | -2
CCN1C(=O)c2ccc(C(=O)NCc3ccccc3)cc2C1=O | 1 | 1 | 21 | -1 | 8 | -8 | 0 | 6 | 6
Cc1ccc(Cl)cc1N1CCN(C(=O)COc2ccc(S(=O)(=O)NC(C)C)cc2)CC1 | 1 | 0 | 27 | 1 | 6 | -41 | 54* | 13 | 4
CC(C)(C)OC(=O)N[C@@H](Cc1ccccc1)c1nnc(SCC(=O)O)o1 | 1 | -1 | -6 | -2 | 4 | 4 | -1 | -2 | 6
COCCNS(=O)(=O)c1ccc(C2CNC(=O)C2)cc1 (configuration not stated) | 1 | 0 | 10 | 3 | 5 | 14 | -1 | 1 | 1
CC(C)(C)n1nnc(CCc2nnn(C(C)(C)C)n2)n1 | 0.9 | -4 | . | 4 | 7 | -7 | . | -25 | -2
O=C(c1cccn2c(=O)c3ccccc3nc12)N1CCN(c2ccccn2)CC1 | 1 | . | 26 | -3 | 7 | -5 | . | 25 | .
Cc1ccc(N(C(=O)C2CCCC2)C2C=CS(=O)(=O)C2)cc1C (configuration not stated) | 1 | 2 | 20 | -6 | 6 | -7 | -5 | 10 | 0
CCc1ccc2nc(N3CCN(C)CC3)c(C#N)cc2c1 | 1 | 5 | -13 | -10 | -2 | 0 | 0 | 23 | 5
Cc1cc(NC(=O)c2cc3nc(C4CC4)cc(C(F)(F)F)n3n2)no1 | 0.9 | 3 | 1 | -1 | 3 | 2 | -2 | 7 | 1
CC(C)OC(=O)CSc1n[nH]c(-c2cccnc2)n1 | 1 | -4 | 0 | -9 | -5 | -9 | 3 | 4 | -2
O=C(Nc1ccc2c(c1)OCO2)C(c1ccccc1)N1CCC2(CC1)OCCO2 (configuration not stated) | 0.9 | 4 | 7 | -1 | 10 | 15 | 3 | -2 | -1
Cc1ccc(CN2C3=NC(=O)CN3c3ccccc32)cc1 | 0.9 | 4 | 13 | 1 | 4 | -5 | -5 | -7 | 2
O=C(NCc1nc2ccccc2[nH]1)c1cc2ccccc2oc1=O | 0.9 | 6 | 9 | -8 | 9 | -4 | -3 | -2 | 9

As a working copy, some entries already given:
SMILES | TNAP act DEA | ROCK2 blocker | HEK293 NFkB inh | MMP-13 inhibitor | PKA kinase inh | Cdc25B block | Jurkat viability | MKP-1 inh | JNK3 blocker
CCN1C(=O)c2ccc(C(=O)NCc3ccccc3)cc2C1=O | 1 | 1 | 21 | -1 | 8 | -8 | 0 | 6 | 6
Cc1ccc(Cl)cc1N1CCN(C(=O)COc2ccc(S(=O)(=O)NC(C)C)cc2)CC1 | 1 | 0 | 27 | 1 | 6 | -41 | 54* | 13 | 4
CC(C)(C)OC(=O)N[C@@H](Cc1ccccc1)c1nnc(SCC(=O)O)o1 | 1 | -1 | -6 | -2 | 4 | 4 | -1 | -2 | 6
COCCNS(=O)(=O)c1ccc(C2CNC(=O)C2)cc1 (configuration not stated) | 1 | 0 | 10 | 3 | 5 | 14 | -1 | 1 | 1
CC(C)(C)n1nnc(CCc2nnn(C(C)(C)C)n2)n1 | 0.9 | -4 | . | 4 | 7 | -7 | . | -25 | -2
O=C(c1cccn2c(=O)c3ccccc3nc12)N1CCN(c2ccccn2)CC1 | 1 | . | 26 | -3 | 7 | -5 | . | 25 | .
Cc1ccc(N(C(=O)C2CCCC2)C2C=CS(=O)(=O)C2)cc1C (configuration not stated) | 1 | 2 | 20 | -6 | 6 | -7 | -5 | 10 | 0
CCc1ccc2nc(N3CCN(C)CC3)c(C#N)cc2c1 | 1 | 5 | -13 | -10 | -2 | 0 | 0 | 23 | 5
Cc1cc(NC(=O)c2cc3nc(C4CC4)cc(C(F)(F)F)n3n2)no1 | 0.9 | 3 | 1 | -1 | 3 | 2 | -2 | 7 | 1
CC(C)OC(=O)CSc1n[nH]c(-c2cccnc2)n1 | 1 | -4 | 0 | -9 | -5 | -9 | 3 | 4 | -2
O=C(Nc1ccc2c(c1)OCO2)C(c1ccccc1)N1CCC2(CC1)OCCO2 (configuration not stated) | 0.9 | 4 | 7 | -1 | 10 | 15 | 3 | -2 | -1
Cc1ccc(CN2C3=NC(=O)CN3c3ccccc32)cc1 | 0.9 | 4 | 13 | 1 | 4 | -5 | -5 | -7 | 2
O=C(NCc1nc2ccccc2[nH]1)c1cc2ccccc2oc1=O | 0.9 | 6 | 9 | -8 | 9 | -4 | -3 | -2 | 9

Additional entries follow.
SMILES | TNAP act DEA | ROCK2 blocker | HEK293 NFkB inh | MMP-13 inhibitor | PKA kinase inh | Cdc25B block | Jurkat viability | MKP-1 inh | JNK3 blocker
COC(=O)c1ccc(C)c(NC(=O)CN2C(=O)c3ccccc3S2(=O)=O)c1 | . | -4 | 10 | 0 | -4 | -10 | 6 | -3 | -6
Cc1cccc(N2CC(c3nc4ccccc4n3C)CC2=O)c1C (configuration not stated) | 1 | -2 | 13 | 2 | 10 | -12 | -4 | 9 | -1
CC(=O)Nc1ccc(S(=O)(=O)n2cnc(C)c2)cc1 | 0.9 | 0 | 16 | 2 | 5 | -2 | 12 | -5 | -5
Cc1ccc2nc(C3CCN(C(=O)NCc4ccccc4)CC3)[nH]c2c1 | 0.9 | -1 | 18 | 0 | 0 | -3 | 2 | 9 | -4
COCC(=O)n1nc(-c2ccccc2)nc1NCc1ccc(F)cc1 | 0.8 | 3 | -8 | -12 | 7 | -5 | 0 | 34 | 7
CCOC(=O)CSc1nc2c(c(=O)n(Cc3ccccc3Cl)c(=O)n2C)n1C | 0.9 | 1 | -2 | 1 | 8 | -17 | -3 | 11 | -2
CCOc1cc(-c2nn3cnnc3s2)cc(OCC)c1OCC | 0.8 | 7 | 17 | -13 | 3 | 1 | -6 | -14 | -2
CCOC(=O)c1c(NC(=O)CSc2nnc(-c3ccco3)o2)sc(C(C)=O)c1C | 1 | 4 | 11 | 3 | 8 | -1 | -1 | 1 | 4
Cc1ccc(-c2cc(-c3ccccc3Cl)c(C#N)c(N)n2)o1 | 0.9 | 11 | 12 | -162[fluorescence artefact?] | 3 | 2 | 3 | 2 | -3
CSC1=Nc2sc3c(c2C2=NCCN12)CC(C)(C)OC3 | 0.9 | 2 | . | -6 | 4 | -10 | . | -15 | -6
CCc1cc2c(=O)c(-c3nc4ccccc4[nH]3)coc2c(CN2CCC(C)CC2)c1O | 1 | 4 | 5 | 1 | 6 | -17 | -2 | 21 | -6
CCOc1cc(-c2nnc(-c3ccco3)o2)cc(OCC)c1OCC | 1 | 3 | 19 | -75[fluorescence artefact?] | 0 | -5 | -5 | -1 | 1
CCN(CC)CCOc1cc2c(nn1)Oc1ccccc1N2C | 0.9 | 2 | -4 | -75 | 4 | -9 | 0 | 20 | -2
O=C1C(=C2CCCCC2)SC(=S)N1Cc1ccco1 | 0.9 | -1 | 11 | 3 | -5 | -9 | 10 | 8 | -5
Cc1ccc(-c2nc(CS(=O)CC(=O)NCCCN3CC(C)CC(C)C3)c(C)o2)cc1 (configuration not stated) | 1 | 9 | 18 | -6 | 4 | -19 | 1 | -5 | 4
CCOC(=O)Cc1csc(NS(=O)(=O)Cc2ccccc2)n1 | 1 | 1 | 5 | 3 | -2 | -1 | -1 | 23 | -2
COc1ccc(OC)c(-n2nnnc2SCC(=O)Nc2ccc3c(c2)OCCO3)c1 | 0.9 | 3 | -1 | -7 | 5 | -12 | 6 | 4 | -4
CC(C)c1cc(NC(=O)C(C)(C)C)cc(C(C)C)c1O | 0.8 | 12 | -9 | 5 | 12 | -4 | -1 | -6 | 0
CN1C(=O)CCC1(O)c1ccccc1 (configuration not stated) | 0.9 | 2 | 17 | -9 | -2 | -5 | 5 | -3 | 4
COc1cccc(CNC(=O)C(CCSC)NS(=O)(=O)c2ccc3c(c2)oc(=O)n3C)c1 (configuration not stated) | 0.9 | 4 | 0 | 5 | 3 | -3 | -7 | 0 | 3
CC(C)(C)OC(=O)N1CCC(C(=O)N2CCOCC2)CC1 | 0.8 | 6 | 6 | 0 | 10 | -15 | -20 | -5 | -1
CCOC(=O)c1cn(CC(=O)Nc2ccc(CC)cc2)nn1 | 1 | 2 | 2 | 3 | 1 | 1 | 1 | 7 | -1
O=C(Nc1sc2c(c1C(=O)O)CCCCC2)c1ccco1 | 1 | -1 | -54 | 7 | -8 | -1 | 2 | 6 | -1
CCOC(=O)C1=C(C)C(c2ccc(OC)cc2OC)NC(=O)N1 (configuration not stated) | 0.9 | -8 | 9 | -2 | 11 | -7 | 5 | -1 | -2
CC12CCC(C(=O)N3CCCCC3)(CC1=O)C2(C)C (configuration not stated) | 0.9 | 4 | -2 | 2 | 1 | -13 | -2 | -6 | -4

Continuation.
SMILES | TNAP act DEA | ROCK2 blocker | HEK293 NFkB inh | MMP-13 inhibitor | PKA kinase inh | Cdc25B block | Jurkat viability | MKP-1 inh | JNK3 blocker
O=C(NCc1cccc(F)c1)C1CCN(S(=O)(=O)Cc2ccccc2)CC1 | 0.9 | 0 | 4 | 1 | 2 | 1 | 6 | -1 | -1
Cc1c(Br)cc(C(=O)N2CCCC2)c(C)c1C | 1 | 8 | 9 | 2 | 4 | -15 | -1 | 0 | -2
CS(=O)(=O)c1cccc(C(=O)Oc2ccccc2)c1 | 0.9 | 7 | 17 | 0 | 6 | 2 | -2 | -12 | -8
CC1CN(CC(=O)N2CCc3[nH]c4ccccc4c3C2)CC(C)O1 (configuration not stated) | 1 | 6 | 13 | -4 | 3 | -11 | -8 | -18 | -1
O=C(Oc1ccc(-c2nnco2)cc1)N(c1ccccc1)c1ccccc1 | 0.9 | 1 | 8 | -1 | 1 | -2 | 0 | 26 | -6
Cc1nc(-c2ccccc2)cc(=O)[nH]1 | 0.9 | 0 | 8 | -3 | 1 | -12 | 1 | 20 | 3
